# Screens from PubChem BioAssay.
# PI5P4Ka inh – PI5P4K alpha (human) kinase inhibition. PI5P4Kalpha enzyme, ADP-Glo luminescence, 60 min; hits give low values. max response, %. 1.2% of 330,000 active. AID 652105; active = max response of -50% or lower; inconclusive = between -30% and -50%; inactive = -30% or higher; also: value at the top dose of about 77 µM; % is scaled to controls: 0 for no effect and ±100 for the full control effect
# Target sequence (P48426 whole entry, looked up): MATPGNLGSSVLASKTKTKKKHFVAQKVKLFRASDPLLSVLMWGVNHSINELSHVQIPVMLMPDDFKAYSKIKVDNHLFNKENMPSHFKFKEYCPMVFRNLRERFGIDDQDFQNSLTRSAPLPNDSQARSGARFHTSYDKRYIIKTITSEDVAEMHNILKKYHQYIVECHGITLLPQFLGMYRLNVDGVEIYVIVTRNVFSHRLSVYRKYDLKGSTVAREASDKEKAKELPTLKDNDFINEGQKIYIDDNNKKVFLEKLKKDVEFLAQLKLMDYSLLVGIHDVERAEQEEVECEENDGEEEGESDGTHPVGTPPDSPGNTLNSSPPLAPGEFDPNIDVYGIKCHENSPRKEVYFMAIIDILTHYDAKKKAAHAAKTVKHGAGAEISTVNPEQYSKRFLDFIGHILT
#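 Human PI5P4Kalpha with substrate in 0.038 M HEPES pH 7.4, 0.28 mM EGTA, 0.1% CHAPS, 5% DMSO; reaction started with 5 microM ATP (final), 60 min at room temperature. ADP formed read by ADP-Glo luminescence.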
# FUS suppressor – suppressors of FUS proteinopathy in yeast | S. cerevisiae FUS-expressing, growth rescue, OD600, 24 h | Potency, µM (doses to about 76.6 µM), for inactives: top-dose growth rescue (activation), most hits filed as activators | 0.24% of 390,000 active;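 also: potency is read from the fitted curve at half-maximal effect; plate controls were DMSO vehicle for no effect and reference control for full effect; nearly all actives have a fitted effect of over 55% in size; some results filed as inactive show a strong effect at the top dose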
#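 Absorbance at 600 nm, taken 24hr after compound addition, measured rescue of FUS-yeast growth at 30C. Induction used 2% galactose with seeding at OD 0.005. Controls: CP55940 from 92uM final, DMSO only.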
# Abeta yeast res – restores growth of yeast expressing A-beta42 peptide; yeast expressing A-beta42, growth rescue, OD600, 48 h; response scale: 0% DMSO, 100% iron-clioquinol control; Potency, µM (top dose mostly 46.1 µM), without a hit: top-dose growth rescue, actives largely listed as activators; 0.063% of 410,000 active; also: potency is read from the fitted curve at half-maximal effect; nearly all actives have a fitted effect of over 55% in size
#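 Growth rescue measured by 600 nm absorbance after 48 h yeast culture at 30 C with compound. Values normalized between DMSO and an equimolar ferric chloride plus clioquinol control.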
# IL2 activator – activates IL-2 in a cell-based reporter assay; 0.065% of 360,000 active; activation, % (series mostly up to about 46 µM); IL-2 activation reporter assay, cell-based qHTS; stimulated with anti-CD3/CD4/CD28 beads; in transgenic mouse T cells; in the data active = activation above about 50%; inconclusive = mostly about 30% to 49%; also: 0% is about no effect
#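 Readout: EGFP and DsRed signals by fluorescent plate cytometry. Unstimulated transgenic mouse T cells received compound 60 min before antibody-bead stimulation, then incubated 18 h at 37 degrees C.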
# EPAC1 agonist – activates human EPAC1 exchange factor; 0.073% of 360,000 active; AID 720707; Potency, µM (top dose mostly 154 µM), for the others: top-dose activation, usual class: activators; EPAC1 agonist qHTS, biochemical assay; response scale: 100% = response to 6.5 mM cAMP; also: potency is read from the fitted curve at half-maximal effect; nearly all actives have a fitted effect of over 60% in size
#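 Compounds were pinned as a concentration titration into mixtures of EPAC1 (100 nM), BODIPY-GDP-loaded Rap1B (250 nM) and GDP (50 uM). After 5 min at room temperature, fluorescence was followed for 30 min; activity was scaled to 6.5 mM cAMP.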
# WRN helicase inh – inhibitors of human WRN helicase; Q14191; Potency, µM (top dose mostly 114 µM), without a hit: at the highest dose activity change, negative = inhibition, actives largely listed as inhibitors; 0.46% of 360,000 active; WRN helicase unwinding, fluorescent forked duplex, kinetic; also: potency is read from the fitted curve at half-maximal effect; % is scaled to controls: 0 for no effect and ±100 for the full control effect; nearly all actives have a fitted effect of over 55% in size
#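 WRN at 20 nM final was preincubated with compound for 15 min at room temperature; reaction started with 100 nM forked duplex oligonucleotide carrying fluorophore and quencher plus 2 mM ATP (final). Unwinding followed kinetically by red fluorescence (ex 525/em 598 nm).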
# EPAC1 antag – EPAC1 (human) antagonism | 0.14% of 360,000 active | Potency, µM (series often up to 115 µM), for inactives: at the highest dose activity change, negative = inhibition, most hits filed as inhibitors | AID 720709 | EPAC1 GEF assay, Rap1b-BODIPY-GDP exchange fluorescence | O95398;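 also: potency is read from the fitted curve at half-maximal effect; plate controls were vehicle for no effect and positive control for full effect; nearly all actives have a fitted effect of over 50% in size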
# PLK1 PBD block – blocks phosphopeptide binding to human PLK1 polo-box domain | P53350 | Potency, µM, for the others: max response, negative = inhibition, actives largely listed as inhibitors | Plk1 PBD binding of FITC phosphopeptide, fluorescence polarization | AID 720504 | 2.8% of 360,000 active; also: potency is read from the fitted curve at half-maximal effect; series mostly up to about 57 µM; % is scaled to controls: 0 for no effect and ±100 for the full control effect; nearly all actives have a fitted effect of over 65% in size
# Target sequence (P53350 whole entry, looked up, the tested form may be a part): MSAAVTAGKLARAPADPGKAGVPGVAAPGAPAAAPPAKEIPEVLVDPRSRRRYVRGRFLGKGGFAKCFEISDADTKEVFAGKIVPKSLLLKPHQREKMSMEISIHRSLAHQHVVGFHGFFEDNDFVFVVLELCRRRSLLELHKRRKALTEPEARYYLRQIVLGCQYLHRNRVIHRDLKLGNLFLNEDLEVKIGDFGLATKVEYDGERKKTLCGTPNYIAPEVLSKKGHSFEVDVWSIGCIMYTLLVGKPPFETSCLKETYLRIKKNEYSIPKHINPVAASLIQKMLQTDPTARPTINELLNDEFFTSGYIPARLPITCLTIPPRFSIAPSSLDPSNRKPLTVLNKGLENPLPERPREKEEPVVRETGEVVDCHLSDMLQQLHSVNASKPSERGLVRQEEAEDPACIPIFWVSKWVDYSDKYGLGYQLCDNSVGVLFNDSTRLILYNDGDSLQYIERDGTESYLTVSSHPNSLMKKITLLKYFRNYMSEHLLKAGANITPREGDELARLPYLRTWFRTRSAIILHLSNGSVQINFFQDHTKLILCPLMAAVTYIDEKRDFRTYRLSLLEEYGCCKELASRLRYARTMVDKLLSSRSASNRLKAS
# Starred values were filed as active, the others as inactive; ? = inconclusive; . = no result given; & = joins results of further samples; [ ] = dose if it differs, or a comment. Unless noted, calls follow the shape of the dose curve; as a rule, active = well fitted curve in the direction sought with a large enough effect; inconclusive = small, poorly fitted or top-dose-only effect, or another doubt; inactive = no such curve, though single readings can be large; an effect the other way counts as inactive or inconclusive.
# Results follow in this order: PI5P4Ka inh	FUS suppressor	Abeta yeast res	IL2 activator	EPAC1 agonist	WRN helicase inh	EPAC1 antag	PLK1 PBD block
Cc1ccc(C(=O)NCC(=O)OCC(=O)c2ccc(C)c([N+](=O)[O-])c2)cc1
→ 8	.	19%	2.6	3%	-1%	10%	-1%
CCCOc1ccc(C(=O)NCC(c2cccs2)N(C)C)cc1 (stereo not given)
→ 7	-22%	-2%	-1.1	1%	-10%	-10%	-10%
CCOc1cc(C(=S)N2CCOCC2)ccc1OS(=O)(=O)c1ccc(C)cc1
→ 0	22%	12%	-2.0	11%	-12%	0%	?
Cc1c2c(nc3nc4ccccc4n13)CC(C)(C)CC2=O
→ .	15%	-3%	-1.4	-6%	3%	4%	-2%
Cc1cccc(NS(=O)(=O)c2c(C)nc3scc(C)n3c2=O)c1
→ 1	-8%	29%	0.0	10%	2%	2%	-7%
O=[N+]([O-])c1ccc(S(=O)(=O)N/N=C/c2ccco2)cc1
→ -2	-9%	2%	0.8	1%	-1%	-10%	-1%
CC1CCN(C(=O)c2[nH]cnc2C(=O)NCCCCCNC(=O)OC(C)(C)C)CC1
→ 3	5%	0%	-0.3	-2%	1%	-1%	-13%
NS(=O)(=O)c1cccc(NC(=O)Cn2cc(C(F)(F)F)cc(Cl)c2=O)c1
→ 0	21%	-4%	-1.1	-14%	-1%	-8%	-8%
Cc1ccc(-c2oc3ncnc(N)c3c2-c2ccc(C)cc2)cc1
→ .	66%	-3%	-1.7	15%	-4%	-15%	-11%
CC(=O)c1ccc(OC2(C)CCN(Cc3cc4ccccc4[nH]3)C2)cc1 (stereo not given)
→ 15	7%	8%	0.8	-3%	13%	-5%	1%
CCOC(=O)C1(C)CCCCCN1C(=O)c1ccc(Cl)nc1 (stereo not given)
→ -13	-26%	-8%	-0.3	2%	-2%	-1%	3%
COc1ccccc1N1CCN(C(c2cccs2)C(C)NC(=O)C(=O)N2CCCCC2)CC1 (stereo not given)
→ 1	6%	-1%	-3.4	-6%	-7%	-18%	-22%
O=C(c1cc2cc(F)ccc2[nH]1)N1CCCC(Nc2ccc(F)cc2)C1 (stereo not given)
→ -4	24%	9%	0.4	3%	-3%	-13%	10%
COc1cc(NC(=O)COc2ccccc2Cl)ccc1NC(=O)C(C)C
→ -11	17%	3%	-0.2	-2%	-1%[57.1 µM]	-21%	-2%
O=C(c1cccc(C(F)(F)F)c1)C1CCCN(Cc2cccn2-c2ncccn2)C1 (stereo not given)
→ 1	7%	-14%	-0.4	-6%	-7%	7%	-7%
Cc1c(C(=O)OCC2CCCO2)[nH]c2c1C(=O)CC(c1ccco1)C2 (stereo not given)
→ -76*	41%	-20%	-0.8	-3%	40µM*	?	?
COc1ccc(C(=O)N/N=C(/C)c2cccc(NC(=O)c3ccccc3F)c2)cc1
→ -5	-7%	-3%	-0.5	-9%	-1%	0%	3%
O=c1cnn(Cc2ccc(F)cc2)c2ccccc12
→ 0	-2%	7%	0.2	7%	-3%	-16%	-6%
CCOCCn1c(=O)c2c(nc3n2CCN3c2ccc(CC)cc2)n(C)c1=O
→ -4	-8%	-2%	-4.2	2%	-1%	9%	-10%
S=C1SCN(Cc2cccs2)CN1Cc1cccs1
→ 2	-13%	-7%	-3.8	14%	-9%	-7%	-14%
CCOC(=O)C1CCCN(S(=O)(=O)c2ccc(S(=O)(=O)N(CC)CC)cc2)C1 (stereo not given)
→ 2	0%	8%	-4.6	7%	4%	-18%	-15%
Cc1ccc(C(=O)NC(=S)Nc2cccc3nsnc23)cc1
→ -12	4%	-10%	2.0	-6%	0%[11.6 µM]	1%	-29%
Cc1cc(=O)oc2cc(OCC(=O)Nc3c(Cl)cccc3C(F)(F)F)ccc12
→ -6	10%	-13%	-3.3	-5%	?	14%	-9%
O=C(NCc1ccccc1)[C@@H]1CSC2c3ccccc3C(=O)N21 (stereo not given in full)
→ .	26%	3%	14	4%	3%	-20%	-19%
c1ccc2c(c1)OC(CCCN1CCCCC1)c1ccccc1S2 (stereo not given)
→ 0	5%	-3%	-2.5	1%	-2%	0%	-2%
CCn1nc(C)cc1C(=O)N1CCCC(C(=O)c2cccc(OC)c2)C1 (stereo not given)
→ -1	3%	7%	-2.2	-9%	3%	12%	-6%
Cc1ccc(S(=O)(=O)c2cnc(-c3ccccc3)nc2N2CCN(C)CC2)cc1
→ 15	-30%	19%	-0.9	13%	-10%	-5%	-1%
CCCCn1c(N)c(N(CCOC)C(=O)COC(=O)c2ccccc2OCC)c(=O)[nH]c1=O
→ 2	.	5%	-2.6	6%	-4%	-1%	-5%
COc1ccc(-c2noc(CN(C)Cc3ccccc3)n2)c(OC)c1OC
→ 7	-19%	5%	0.2	11%	-9%	-20%	-12%
CCOC(=O)C1CCCN(CCC(=O)Nc2ccc(Br)c(C)c2)C1 (stereo not given)
→ 0	-11%	-9%	-3.4	-12%	5%	-9%	0%

# Reprinted from the part before: two entries; new compounds follow.
# Results follow in this order: PI5P4Ka inh	FUS suppressor	Abeta yeast res	IL2 activator	EPAC1 agonist	WRN helicase inh	EPAC1 antag	PLK1 PBD block
COc1ccc(-c2noc(CN(C)Cc3ccccc3)n2)c(OC)c1OC
→ 7	-19%	5%	0.2	11%	-9%	-20%	-12%
CCOC(=O)C1CCCN(CCC(=O)Nc2ccc(Br)c(C)c2)C1 (stereo not given)
→ 0	-11%	-9%	-3.4	-12%	5%	-9%	0%
O=S(=O)(c1cccc(-c2n[nH]c(=S)n2-c2ccc(OC(F)(F)F)cc2)c1)N1CCOCC1
→ 5	11%	7%	0.6	-3%	-2%	13%	2%
CCS(=O)(=O)N1Cc2ccccc2CC1C(=O)Nc1ccc(OC)cc1 (stereo not given)
→ -15	1%	1%	0.4	3%	0%	-13%	0%
CCOc1ccc(N2C(=O)C3ON(c4ccccc4)C(c4ccco4)C3C2=O)cc1 (stereo not given)
→ 1	45%	10%	-2.8	1%	-6%	?	-15%
Cc1cc(C)n(-c2nnc(NCc3ccc(Cl)cc3)nn2)n1
→ -7	0%	23%	0.7	-1%	-4%	-19%	-25%
COc1ccccc1-c1ccc(SCc2ccccc2)nn1
→ 3	14%	15%	-0.5	8%	-15%	-5%	0%
C#CCn1c(=NC(=O)c2cccs2)sc2cccc(OC)c21
→ 2	-10%	3%	-2.4	0%	-20%	-1%	-28%
CC(SC1=NCCN1S(C)(=O)=O)c1ccccc1 (stereo not given)
→ -5	26%	.	1.3	-2%	2%	-3%	4%
CS(=O)(=O)Nc1cccc(NC(=O)C2Cc3c(-c4ccco4)ccnc3O2)c1 (stereo not given)
→ -7	-13%	1%	0.0	7%	7%[57.1 µM]	-7%	-13%
NC(=O)C1=C[C@@H](C2CCCCC2)C[C@@H](OCc2ccc(CO)cc2)O1
→ 2	25%	-1%	-0.3	3%	13%	-4%	3%
CCCCC(=O)Nc1ccc(C(=O)Nc2ccc(S(=O)(=O)N3CCCC3)cc2)cc1
→ .	31%	16%	-0.4	-1%	1%	8%	-9%
COc1ccc(-c2cn[nH]c2-c2ccc(OCc3ccccc3)cc2O)cc1
→ 16	14%	-76%[inhibitor]	-0.9	21%	-4%	?	-11%
COc1ccc(NC(=O)c2ccc(-c3csc(C)n3)cc2)cc1
→ -3	-3%	3%	-1.4	6%	3%	-3%	-5%
O=C(CSc1nnnn1C1CC1)N1CCN(c2cccc(Cl)c2)CC1
→ 1	25%	-13%	2.4	-3%	-4%	-13%	-8%
CCOc1ccc(N=NC2C(=O)N(C(N)=S)N=C2C)cc1 (stereo not given)
→ 0	-1%	19%	0.2	1%	-2%	-32%	5%
CCOC(=O)N1CCC(NC(=O)CCc2c(C)nc3c(c(C)nn3C(C)(C)C)c2C)CC1
→ .	?	-15%	1.8	4%	-13%	-10%	-6%
COc1ccc(C2C(C(=O)c3cccs3)=C(O)C(=O)N2c2cccc(C)n2)cc1OC (stereo not given)
→ 5	?	-10%	4.7	-1%	-9%	2%	-6%
CN1C(=O)CC(=O)N(C)c2cc(S(=O)(=O)N(C)Cc3ccccc3)ccc21
→ -10	-8%&9%	-15%&-11%	5.0	1%	-9%	-13%	7.5µM*
O=C1CSc2ccccc2N1Cc1ccccc1F
→ .	19%	-2%	1.8	9%	-5%	11%	-17%
Cc1csc(NC(=O)Cc2ccc(Cl)cc2)n1
→ -1	2%	19%	0.0	6%	7%	-5%	-11%
Cc1cccc(/C=N/n2c(-c3cc(-c4ccccc4)n[nH]3)n[nH]c2=S)c1
→ -14	.	16%	-0.1	-5%	-11%	-20%	-25%
O=S(=O)(CC(CN1CCCCC1)N1CCCCC1)c1ccc2ccccc2c1 (stereo not given)
→ 5	11%	-13%	-0.6	-1%	9%	-9%	-7%
C=CCNC(=S)Nc1ccc2nsnc2c1
→ 10	2%	3%	-2.0	12%	-6%	?	-4%
N#Cc1cnn2c(C(F)(F)F)cc(-c3ccccc3)nc12
→ 5	-20%	-1%	-3.7	-2%	6%	-4%	1%
CC(OC(=O)C1CCC1)C(=O)Nc1cc(Cl)cc(Cl)c1 (stereo not given)
→ 1	7%	37%	0.0	-5%	-27%	-19%	-8%
O=C(c1c(F)c(F)c(F)c(F)c1F)N1CCc2ccccc21
→ -7	31%	-2%	0.0	7%	10%	13%	24µM*
C=CCn1c(C)nnc1SCC(=O)NC1CC1
→ 0	-4%	-8%	-1.5	-2%	11%	16%	4%
COc1ccc(CCNC(=O)CSC2=NS(=O)(=O)c3cc(F)ccc3N2)cc1OC
→ -9	7%	4%	-1.6	0%	0%	11%	-7%
C/C(CC(=O)Nc1ccc(C)cc1C)=N\NC(=O)C(C)C
→ 2	-14%	4%	0.8	5%	1%	17%	1%
CCC(CC)C(=O)Oc1c(Sc2ccccc2[N+](=O)[O-])c(C)nn1C(C)(C)C
→ 16	.	21%	-0.8	-11%	-8%	-18%	-4%
COC(=O)[C@@H]1C[C@@H](C(=O)O)[C@H](C)C1(C)C
→ -5	-31%	8%	-0.2	-4%	8%	-19%	2%
Cc1ccc(S(=O)(=O)CCC(=O)OCC(=O)Nc2ccc(N3CCOCC3)cc2)cc1
→ 5	4%	8%	-0.7	7%	-10%	-21%	8%
Cc1nnc(SCC(=O)NNC(=O)c2ccc(Br)cc2)n1C
→ -2	6%	-1%	-0.1	1%	-7%	-12%	-17%
O=C(/C=C/c1ccccc1)CC(O)(c1ccccc1)C(F)(F)C(F)F (stereo not given)
→ .	-3%	-19%	-3.9	?	-22%	-8%	-18%
